# Screens as filed in PubChem.
# PMI inhibition: human PMI inhibitors, high substrate, primary screen, biochemical, fluorescence intensity, high mannose 6-phosphate (AID 1220) | recombinant PMI enzyme, coupled fluorescence intensity; higher % means a stronger effect | inhibition, % at 20 µM, or IC50 in µM where a hit was titrated | 190,000 compounds, 0.66% hits
# M1AAP inhibition: malaria alanyl aminopeptidase activity blockers – biochemical, fluorogenic H-Leu-NHMec substrate, 1536-well (AID 1445) | one-dose inhibition, % at 30 µM; IC50 in µM for titrated hits | recombinant M1AAP, H-Leu-NHMec fluorogenic kinetic assay; higher % means a stronger effect | 220,000 compounds, 0.42% hits;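 active = primary inhibition above the hit cutoff, then over 50% inhibition at one or more dose response concentrations, cut at about 23% in these data, passing the limit was not always enough; inconclusive = conflicting primary data, or primary hits not chosen for dose response; inactive = low primary inhibition, or under 50% at every dose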;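 note: plate controls were DMSO full reaction for no effect and no enzyme background for full effect; strong numbers were not always called active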
# TNAP activation fold: human TNAP enzyme activators, primary screen, biochemical, luminescent, no phosphate acceptor, uHTS (AID 1001). purified TNAP, luminescent activation assay, no phosphate acceptor; higher activation fold means a stronger effect. one-dose activation fold at 20 µM; EC50 in µM for titrated hits. 200,000 compounds, 0.03% hits; in the data active = activation fold from about 3, or a potency from the dose series; inactive = the rest, 99 in 100 with activation fold below about 1.6; note: many of its hits are not listed in these tables
# K1F lysis inhibition: protection from phage-mediated lysis, alamar blue read-out – E. coli UTI89, K1F phage, bacterial capsule biogenesis inhibitors (AID 488966) | E. coli UTI89 K1F phage lysis, alamar blue, 2 h; higher % means a stronger effect | one-dose inhibition, % at 100 µM; IC50 in µM for titrated hits | 340,000 compounds, 0.02% hits;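 active = phage lysis inhibition, versus mean bacterial control, above a set limit; inconclusive = no clear call, values can overlap the other calls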;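 note: capsule biogenesis inhibitors block K1F phage lysis so surviving cells raise fluorescence; higher fluorescence means more inhibition of phage lysis; actives were called in the ten point dose series up to 300 µM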
# Hep lipid drop: hepatic lipid droplet formation modulation. AML12 mouse hepatocytes, oleate lipid droplets, BODIPY imaging. 240,000 compounds, 0.4% hits. inhibition, % at 6.5 µM;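 active = lipid droplet intensity inhibited by at least 50%, with more than 500 cells counted; inconclusive = wells with under 300 cells, treated as cytotoxic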
#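 Test system: AML12 hepatocytes (mouse); reagent: oleate loading, 100 µM; dosing: one dose, 6.5 µM compound; incubation: overnight exposure; signal: fluorescence imaging, 20x objective, two fields per well; read-out basis: % inhibition of corrected integrated BODIPY droplet signal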
# WT yeast gro inh: growth inhibition of WT yeast, mitochondrial fusion screen. mitochondrial fusion phenotypic screen, WT strain. inhibition, % at 10 µM. 190,000 compounds, 2.1% hits; in the data active = inhibition above about 58%; tested in S. cerevisiae
# CSM14.1 death rescue: protection against thapsigargin-triggered cell killing – 384-well, CSM14.1, ATP luminescence, primary screen (AID 1222). CSM14.1 thapsigargin-induced death rescue, ATP luminescence; higher % means a stronger effect. cellular ATP content (survival), % at 20 µM, or EC50 in µM where a hit was titrated. 190,000 tested, under 10 active;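 active = EC50 below 50 µM in the dose-response confirmation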;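 note: death triggered by thapsigargin at about 15 µM added after 2 h compound pretreatment; cell ATP read after overnight thapsigargin exposure of roughly 18 to 22 hours; normalized against plate controls of thapsigargin alone and 5% DMSO vehicle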
# Myeloid diff MLP: promotes myeloid progenitor differentiation; calls only at 10 µM; ER-HoxA9 myeloid progenitors, lysozyme-GFP differentiation, flow cytometry; 360,000 compounds, 1% hits;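 active = normalized GFP-positive differentiation at or above the plate's own cutoff, the solvent-only control mean plus 3 SD; inconclusive = no clear call, values can overlap the other calls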;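 note: cells exposed to compound for four days before flow analysis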
# human PMI inhibition: MPI enzyme activity inhibition – biochemical, fluorescence intensity, coupled assay, primary screen (AID 1209); purified PMI enzyme, coupled fluorescence intensity; higher % means a stronger effect; inhibition, % at 20 µM, or IC50 in µM where a hit was titrated; 190,000 compounds, 0.42% hits;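 note: plate controls were DMSO vehicle for no effect and wells lacking substrate for full effect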
# WT yeast gro inh mutant strain: second read-out of WT yeast gro inh, no call of its own (marks repeat the call); inhibition, %; mitochondrial fusion phenotypic screen, mutant strain inhibition
# Hep lipid drop cells 6.5 µM: second read-out of Hep lipid drop, no call of its own (marks repeat the call); cell count; measured here: cell count, cytotoxicity flag;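 cells counted across two imaged fields per well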
# Myeloid diff MLP GFP+ MAC1+ %: also measured in Myeloid diff MLP; calls as there; GFP+ MAC1+ double positive, %; measured here: differentiation confirmed by MAC1 staining
# An asterisk follows results filed as active; i = inactive; ? = inconclusive; / = no result given; + = active, no number; [ ] = another dose, or the depositor's remark. Cut-off read from the data, not from the text of the source, unless noted: active = inhibition above about 50%; inactive = the rest.
# Every second line gives: human PMI inhibition	Myeloid diff MLP GFP+ MAC1+ %	Hep lipid drop cells 6.5 µM	WT yeast gro inh mutant strain	M1AAP inhibition	TNAP activation fold	CSM14.1 death rescue	PMI inhibition	WT yeast gro inh	Myeloid diff MLP	K1F lysis inhibition	Hep lipid drop
COc1ccc(S(=O)(=O)N(C)C2CCS(=O)(=O)C2)cc1OC (stereo unspecified)
    13%	8.2	754	44	3%	1.1	-3.9%	18%	-4	i	1.9%[50 µM]	10
Cc1ccc(S(=O)(=O)NNc2nc3ccccc3nc2C(F)(F)F)cc1
    -8%	2.6	732	2	6%	0.9	0.6%	-46%	-3	i	1.1%	13
CCOc1ccc(OCC)c(S(=O)(=O)NC2CC(C)(C)NC(C)(C)C2)c1
    -7%	0.6	649	-3	2%	1.1	0.2%	-4%	5	i	0.3%	-16
Clc1ncccc1-c1nc2ccccc2s1
    -12%	0.2	686	9	3%	1	0.6%	-11%	4	i	-0.1%	15
CCC(C)C(=O)N1c2ccccc2C(=C2SC(C(=O)OC)=C(C(=O)OC)S2)C(=S)C1(C)C (stereo unspecified)
    64%*	0.0	615*	35	5%	0.8	1.7%	49%	55	i	2.8%	67*
CCOC(=O)Cc1csc(SCC(=O)/C(C#N)=C(\C)N)n1
    -1%	0.8	/	4	9%	1.1	-1.5%	-2%	8	i	1.7%	/
CCOC(=O)c1ccccc1NC(=O)/C=C/c1cc(OC)c(OC)c(OC)c1
    -6%	0.6	/	-7	7%	1.1	1.2%	-5%	13	i	-0.1%	/
S=C(NCCc1ccccc1)Nc1ccc(Nc2ccccc2)cc1
    9%	0.1	684	58*	-3%	1.1	0.0%	0%	82*	i	1.4%	4
COc1cccc2sc(N(CCN(C)C)C(=O)/C=C/c3cccs3)nc12
    -17%	0.6	688	23	12%	1	-0.1%	-19%	16	i	0.3%	26
COc1ccc(/C=N/NC(=O)c2ccccc2O)cc1Cn1cc([N+](=O)[O-])cn1
    /	0.3	754	/	6%	/	/	/	/	i	0.1%	2
CCOC(=O)C1CCCN(Cc2nc(N)nc(Nc3ccccc3OC)n2)C1 (stereo unspecified)
    -3%	2.4	701	1	2%	1.1	/	-6%	9	i	-0.8%	5
CCOC(=O)CC1C(=O)NCCN1C(=O)Nc1ccc(Cl)cc1 (stereo unspecified)
    -7%	0.5	705	3	-1%	1.1	0.4%	-10%	-5	i	0.4%	7
COc1cc2c(C)nc3c(c(C)nn3-c3ccccc3)c2cc1OC
    7%	0.3	726	-27	-1%	1.1	0.6%	-2%	-2	i	0.1%	9
O=C(C1=C(O)C(=O)N(CCCN2CCOCC2)C1c1ccccn1)c1cc2ccccc2o1 (stereo unspecified)
    -33%	3.4	/	-3	7%	1.1	1.6%	-22%	-8	i	0.8%	/
Cc1ccccc1C(=O)NC1CCN(CC(=O)Nc2ccc3c(c2)OCO3)CC1
    -4%	0.4	695	-1	11%	1.1	-1.5%	-4%	-5	i	-0.2%	-22
Cc1ccc(CNC(=O)COc2ccc(C)nc2[N+](=O)[O-])cc1
    -13%	0.3	695	15	-7%	1	-3.3%	-1%	4	i	3.0%	16
O=C(O)C1C2C=CC3(CN(Cc4ccccn4)C(=O)C13)O2 (stereo unspecified)
    -2%	0.4	/	19	2%	1.1	-0.4%	-8%	-1	i	-0.3%	/
COCCCNC(=S)NNC(=O)c1ccc(C(C)(C)C)cc1
    /	0.3	740	/	3%	/	/	/	/	i	3.0%	0
CCN(CC)S(=O)(=O)c1ccc(Cl)c(C(=O)Nc2ccc(Cl)cc2[N+](=O)[O-])c1
    12%	0.4	569	-5	5%	1	13%	14%	-25	i	-0.1%	-31
CCn1c2ccccc2c2cc(CN3CCN(S(=O)(=O)CC)CC3)ccc21
    14%	/	547	18	-4%	1.1	0.9%	6%	28	/	/	2
O=C1CC(c2ccccc2)CN1S(=O)(=O)c1ccccc1 (stereo unspecified)
    3%	12	/	6	13%	1.1	-0.5%	-3%	10	i	-5.2%	/
Cc1ccc(Cl)cc1NC(=S)N(Cc1cccnc1)Cc1ccccc1Cl
    10%	0.4	627	-9	7%	1.2	0.1%	9%	27	i	1.4%	-14
CCCn1cnc2c(N)c(C)c(C)cc21
    24%	2.5	671	0	-1%	1.1	-2.6%	23%	-2	i	-0.1%	-1
O=C1CC(c2ccc(S(=O)(=O)N3CCN(c4ccccc4)CC3)cc2)CN1 (stereo unspecified)
    4%	5.0	577	15	7%	1.1	/	6%	-9	i	0.2%	-15
COc1ccc(NC(=O)C(c2ccc(C)cc2)N(C)C(=O)CNC(C)=O)cc1 (stereo unspecified)
    4%	1.1	739	11	7%	1.1	2.9%	-3%	3	i	0.1%	0
COc1ccc(CCN(C)CCN2C(=O)c3ccccc3C2=O)cc1OC
    1%	0.0	/	2	1%	1.1	1.2%	3%	-4	i	0.3%	/
COCCNc1oc(-c2cccs2)nc1S(=O)(=O)c1ccc(C)cc1
    -19%	1.0	629	0	17%	1.1	-1.1%	4%	-5	i	-0.2%	5
CCC(C)NC(=O)CSc1nnc(-c2cc(-c3cccs3)nc3ccccc23)o1 (stereo unspecified)
    8%	0.9	741	18	0%	1.1	-0.9%	7%	-9	i	2.0%	-1
C=CCn1c(SCc2csc(-c3ccc(Cl)cc3)n2)nnc1-c1ccccc1OC
    8%	0.6	709	21	7%	1.1	0.0%	0%	57	i	4.1%	-41
Cc1ccsc1C(=O)N/N=C/c1ccc2c(c1)OCO2
    4%	0.6	495	16	2%	1	-7.9%	3%	22	i	0.2%	-19
CC1CCc2sc3nc(N4CCN(CCO)CC4)n4ncnc4c3c2C1 (stereo unspecified)
    -6%	0.6	/	6	4%	1	-1.3%	3%	16	i	0.4%	/
O=C(NNC1=NCCCCC1)Nc1ccc(Cl)cc1
    /	0.4	694	/	0%	/	/	/	/	i	-0.6%	13
C=CCNC(=S)/N=c1/ccccn1CCC
    /	0.9*	723	/	2%	/	/	/	/	+	-0.7%	6
O=C1C=C(N(CCO)CCO)C2(CCCCC2)O1
    1%	0.9	801	-7	15%	1.1	0.9%	-3%	-1	i	0.9%	7
Cc1ccc(S(=O)(=O)n2nc(-c3ccc(Cl)cc3)nc2NCc2ccco2)cc1
    19%	2.0	689	7	9%	1.1	-0.9%	10%	27	i	0.0%	5
Cc1cc(C(=O)Nc2nc3ccc(S(C)(=O)=O)cc3s2)c(C)o1
    6%	1.1	780	13	12%	1	-1.9%	-3%	9	i	3.8%	2
Cc1ccc(-n2c(SCC(=O)NCc3ccco3)nc3nc4c(cc3c2=O)COC(C)(C)C4)cc1
    -3%	1.3	/	5	9%	1.1	1.0%	-2%	-9	i	-0.1%	/
CCC(=O)Nc1ccc(Cl)c(NC(=O)c2ccc(Br)o2)c1
    9%	1.0	703	4	4%	1	-0.3%	2%	-2	i	1.4%	-7
O=C(Nc1ccc2c(c1)oc1ccccc12)N1CCOCC1
    4%	0.4	/	14	-15%	1.1	-1.9%	11%	6	i	0.0%	/
Cc1cc(C(=O)CN2CCC(C)CC2)c(C)n1-c1ccc(F)cc1
    4%	0.3	621	10	-3%	1.1	-1.9%	8%	30	i	-0.2%	-4
CCCCCNC(=O)C1CC=CCC1C(=O)O (stereo unspecified)
    1%	1.4	704	4	5%	1.1	-3.6%	-2%	-4	i	-0.2%	11
CC(C)CCn1c2ccccc2c2cc(CC(N)=O)ccc21
    /	0.8	760	/	4%	/	/	/	/	i	-0.3%	30
CCCCNC(=O)c1onc(CSc2ccccc2F)c1C(=O)O
    5%	0.6	/	-9	0%	1	-2.1%	0%	20	i	0.1%	/
COc1cccc(C(=O)NNC(=O)Cc2cccs2)c1
    -1%	0.3	741	-8	0%	1.1	-1.2%	0%	5	i	0.0%	0
CCN(CCO)C(=O)C(c1ccccc1)c1ccccc1
    -4%	1.7	/	-78	1%	1	-0.3%	-2%	-22	i	1.9%[50 µM]	/
Oc1ccc(Nc2ncnc3scc(-c4ccccc4)c23)cc1
    3%	/	534	20	2%	1.2	-2.1%	-5%	2	?	1.7%[50 µM]	-8
C=CCNC(=S)NCCCCC1NC(=S)N(CC=C)C1=O (stereo unspecified)
    -4%	0.3	654	15	-2%	1	-0.9%	-11%	6	i	1.5%	16
COc1ccc(NC(=O)c2sccc2-n2cccc2)cc1
    -4%	0.9	728	7	7%	1.1	-0.5%	0%	6	i	0.2%	-3
COCCN(C(=O)CCC(=O)Nc1cc(C)on1)C(C(=O)NC1CCCC1)c1ccccc1C (stereo unspecified)
    17%	1.0	759	-5	5%	1	-0.7%	10%	-10	i	0.0%	0
O=C(c1nn2c(C(F)(F)F)cc(-c3ccccc3)nc2c1Cl)N1CCOCC1
    -10%	0.7	/	-5	2%	1	0.2%	-4%	-12	i	0.4%	/
CCN1C(=O)c2cccc3c(S(=O)(=O)Nc4c(C)n(C)n(-c5ccccc5)c4=O)ccc1c23
    15%	0.7	688	2	10%	1.1	/	13%	5	i	0.4%	-77
COc1ccc(NC(=O)CSc2nnnn2-c2ccc(OC)cc2)cc1
    -2%	2.2	807	4	-1%	0.9	-2.1%	-4%	9	i	2.4%	0
CCn1c(SCC(=O)N2CCc3ccccc32)nc2c(c1=O)SC(C)C2 (stereo unspecified)
    11%	5.8	684	/	/	1.1	-3.7%	3%	/	i	/	-19
O=c1nc(Nc2ccccc2)oc2ccccc12
    /	0.3	809	/	4%	/	/	/	/	i	1.1%	-7
CSC1=C(C#N)C(C)C2=C(CC(C)(C)CC2=O)N1 (stereo unspecified)
    2%	0.5	770	-6	8%	1.1	-1.3%	-2%	2	i	0.3%	10
COc1cc(NS(=O)(=O)c2ccc(NC(=O)c3ccc(C)o3)cc2)nc(OC)n1
    -6%	0.7	807	19	4%	1.1	-3.1%	-19%	3	i	2.2%	6
COc1ccc(C2CC(c3ccccc3OC(C)=O)=NN2C(C)=O)cc1 (stereo unspecified)
    /	0.9	656	/	6%	/	/	/	/	i	-1.3%	9
O=C1/C(=C\c2ccc(Br)o2)Cc2ccccc21
    15%	0.1	654	14	8%	1	-1.9%	10%	7	i	1.8%[50 µM]	7
